Source: PubChem BioAssay
TDP2 inh – human TDP2 enzyme inhibitors, primary screen, biochemical, epi absorbance, recombinant enzyme. Tyrosyl-DNA phosphodiesterase 2 (Homo sapiens), O95551. T5PNP hydrolysis, p-nitrophenol absorbance 415 nm. inhibition, % at 12.8 µM. hit rate 0.34% among 370,000;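 active means inhibition above the mean of all tested compounds plus 3 SD, set per campaign, cut at about 25% in these data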;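 further: 0% = DMSO with enzyme and 100% = buffer with substrate but no TDP2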
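Incubation: 2 h at 37 °C; Test system: recombinant human TDP2; Quantity: enzyme 120 nM; Read-out basis: percent inhibition; Medium: 50 mM Tris-HCl pH 7.5 with Mg2+, KCl, DTT, BSA; Repeats: single replicate; Compound: 12.8 µM single point, 1% DMSO; Signal: epi absorbance; Reagent: 5 mM T5PNP chromogenic substrate; Benchmarks: no-enzyme high, DMSO-plus-enzyme low.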
HTRA1 inh – HTRA1 serine protease inhibitors, primary screen, biochemical, fluorescence polarization, HTS; hit rate 0.5% among 340,000; AID 504803, 2011; inhibition, % at 5.96 µM; recombinant HTRA1, FP-rhodamine activity-based probe; in the data active means inhibition above about 36%;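 further: 0% = enzyme with DMSO and 100% = wells lacking enzyme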
MBD2 inh – inhibitors of MBD2 binding to methylated DNA, primary screen, biochemical, TR-FRET, DNA-binding domain, human | Methyl-CpG-binding domain protein 2 (Homo sapiens), Q9UBB5 | MBD2 binding to methylated oligonucleotide | inhibition, % at 4.4 µM | hit rate 0.31% among 370,000 | AID 686964, 2013; in the data active means inhibition above about 13%
SIAE primary – human SIAE inhibitors, primary screen, biochemical, fluorescence polarization, FP-Rh probe, 1536-well HTS; SIAE FP-Rh probe binding; AID 1053197, 2014; hit rate 0.69% among 370,000; inhibition, % at 9.66 µM;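 active means inhibition above a cutoff: mean of compounds within the control limits plus 3 SD of those, cut at about 17% in these data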;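 further: 0% = plate median of compound wells and 100% = probe without SIAE protein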
Target sequence (Q9HAT2 whole entry, looked up): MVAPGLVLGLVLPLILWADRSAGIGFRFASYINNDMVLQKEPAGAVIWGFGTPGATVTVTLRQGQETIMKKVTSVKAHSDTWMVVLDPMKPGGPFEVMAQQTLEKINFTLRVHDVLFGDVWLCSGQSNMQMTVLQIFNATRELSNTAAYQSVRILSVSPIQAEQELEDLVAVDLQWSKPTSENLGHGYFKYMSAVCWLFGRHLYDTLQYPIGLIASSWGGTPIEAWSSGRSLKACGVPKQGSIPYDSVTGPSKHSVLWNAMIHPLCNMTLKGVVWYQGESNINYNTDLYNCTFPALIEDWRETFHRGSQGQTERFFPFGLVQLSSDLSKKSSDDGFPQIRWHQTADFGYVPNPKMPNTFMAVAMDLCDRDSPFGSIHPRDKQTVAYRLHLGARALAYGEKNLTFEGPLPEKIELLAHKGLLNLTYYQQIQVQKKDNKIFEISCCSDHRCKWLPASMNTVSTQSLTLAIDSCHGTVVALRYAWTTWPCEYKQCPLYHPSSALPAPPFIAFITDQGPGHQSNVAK
GC-B act – human GC-B receptor activators, primary screen, HEK293 GC-B cells, cGMP TR-FRET, EC30 CNP; Atrial natriuretic peptide receptor 2 (Homo sapiens), P20594; 0% at EC30 CNP, 100% saturating CNP; activation, % at 10 µM; hit rate 0.11% among 370,000; AID 1920062, 2024;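 active means activation at 10 µM reaching about 35% in either raw or pattern-adjusted values, limit read from the data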
TCR CD3 inh – inhibitors of human TCR-CD3 interaction, primary screen, biochemical, fluorescence, TAMRA-labeled TCR probe | AID 651800, 2012 | inhibition, % at 9.4 µM | hit rate 0.37% among 360,000 | T-cell receptor (TCR); in the data active means inhibition above about 19%;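 further: recombinant mutant TCR 2C K166C tagged with TAMRA read by polarization; 0% = receptor in buffer alone and 100% = receptor with positive control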
LEDGF integ inh – blockers of LEDGF/p75-dependent integrase strand transfer – biochemical, TR-FRET, high throughput, primary screen | TR-FRET IN-LEDGF/p75 DNA integration, Eu/Cy5 | inhibition, % at 3.7 µM | HIV-1 integrase (with human LEDGF/p75) | hit rate 0.64% among 370,000;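 active means inhibition above the screen-wide mean plus 3 SD, cut at about 13% in these data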;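 further: signal is the Cy5 over europium emission ratio at 671 and 618 nm; 0% = plate median of compound wells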
PRMT1 FP inh – PRMT1 methyltransferase inhibitors, primary screen, biochemical, fluorescence polarization; Protein arginine N-methyltransferase 1 (Homo sapiens), Q99873; recombinant PRMT1, activity-based probe fluorescence polarization; inhibition, % at 2.79 µM; hit rate 1.3% among 370,000;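 active means inhibition above about 21% made by adding two undisclosed values, limit read from the data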
mABHD4 FP – ABHD4 inhibitors, primary screen, biochemical, fluorescence polarization, mouse. inhibition, % at 8.92 µM. hit rate 0.54% among 370,000. purified mABHD4, FP-Rh probe fluorescence polarization;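 active means inhibition exceeding the mean over every tested compound plus 3 SD, cut at about 30% in these data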;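 further: 0% = plate median of compound wells and 100% = S159A mutant with DMSO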
Target sequence (Q8VD66 whole entry, looked up): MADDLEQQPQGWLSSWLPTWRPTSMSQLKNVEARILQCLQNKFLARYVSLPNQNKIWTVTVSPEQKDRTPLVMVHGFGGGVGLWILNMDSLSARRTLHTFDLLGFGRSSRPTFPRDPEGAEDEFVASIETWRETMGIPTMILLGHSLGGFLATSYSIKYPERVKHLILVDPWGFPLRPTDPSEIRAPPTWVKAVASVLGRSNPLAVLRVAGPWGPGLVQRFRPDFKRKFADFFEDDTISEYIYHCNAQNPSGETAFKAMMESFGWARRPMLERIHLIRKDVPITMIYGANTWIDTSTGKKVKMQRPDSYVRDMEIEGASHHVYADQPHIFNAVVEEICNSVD
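system = mouse ABHD4 enzyme, wild type | medium = HEPES pH 7.0, NaCl, Pluronic buffer | also added = FP-Rh probe | incubation = Enzyme–compound pre-incubation 45 min, then probe 60 min, both 25 °C | technique = fluorescence polarization, excitation 525 nm, emission 598 nm, BODIPY TMR filters | controls = S159A mutant high control, sample median low control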
rCAG RNA binder – binders of r(CAG) RNA repeats, primary screen, biochemical, fluorescence; inhibition, % at 3 µM; r(CAG) RNA repeat, TO-PRO-1 dye displacement fluorescence; hit rate 1.3% among 370,000;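 active means inhibition above the plate cutoff, the mean of all test compounds on that plate plus 3 SD, cut at about 35% in these data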;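 further: 0% = DMSO alone and 100% = 100 µM mitoxantrone as full dye displacement; higher means more dye released from RNA so lower well fluorescence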
Starred values were filed as active, the others as inactive. Not all compounds are listed; count on the stated rates, not on these rows.

Screening COc1ccc(OC)c(CCNC(=O)c2nn(C)c3c2CS(=O)(=O)c2ccccc2-3)c1 returned TDP2 inh 0, HTRA1 inh -1, MBD2 inh 5, SIAE primary -5, GC-B act 9, TCR CD3 inh 5, LEDGF integ inh 3, PRMT1 FP inh -8, mABHD4 FP 1 and rCAG RNA binder -4.
CCn1c(C(=O)N2CCCC(C(=O)O)C2)cc2sccc21 (stereo unspecified) was read as TDP2 inh 7, HTRA1 inh 4, MBD2 inh 0, SIAE primary 0, GC-B act -19, TCR CD3 inh -2, LEDGF integ inh -4, PRMT1 FP inh -2, mABHD4 FP -3 and rCAG RNA binder 1.
`CCc1cc(=O)oc2cc(C)cc(OCC(=O)N3CCC(C(=O)O)CC3)c12` gave TDP2 inh 6, HTRA1 inh 1, MBD2 inh -1, SIAE primary 6, GC-B act -5, TCR CD3 inh -1, LEDGF integ inh -1, PRMT1 FP inh 1, mABHD4 FP 7 and rCAG RNA binder 1.
Screening O=C(/C=C/c1cccc([N+](=O)[O-])c1)c1ccc2c(c1)OCCO2 returned TDP2 inh -1, HTRA1 inh -1, MBD2 inh 2, SIAE primary -4, GC-B act 2, TCR CD3 inh 2, LEDGF integ inh -4, PRMT1 FP inh 2, mABHD4 FP 3 and rCAG RNA binder 3.
For O=C(CSc1nc2ccccc2o1)NCC(=O)c1ccccc1 the results were TDP2 inh 3, HTRA1 inh 2, MBD2 inh 0, SIAE primary -4, GC-B act -1, TCR CD3 inh 5, LEDGF integ inh -2, PRMT1 FP inh 2, mABHD4 FP 1 and rCAG RNA binder -5.
Cc1ccnc2nc(C(=O)Nc3nc4ccccc4s3)nn12 was read as TDP2 inh 6, HTRA1 inh -8, MBD2 inh -1, SIAE primary 1, GC-B act -1, TCR CD3 inh 2, LEDGF integ inh 3, PRMT1 FP inh -2, mABHD4 FP -8 and rCAG RNA binder 3.
`O=C(Cn1nnc2ccccc21)NNC(=O)c1ccccc1` gave TDP2 inh -11, HTRA1 inh 14, MBD2 inh -7, SIAE primary 8, GC-B act 7, TCR CD3 inh -3, LEDGF integ inh 4, PRMT1 FP inh -4, mABHD4 FP 0 and rCAG RNA binder 2.
For O=C(NC(=O)c1ccccc1)OCCN1C(=O)c2ccccc2C1=O the results were TDP2 inh 6, HTRA1 inh -2, MBD2 inh 4, SIAE primary -2, GC-B act 0, TCR CD3 inh 3, LEDGF integ inh 0, PRMT1 FP inh -1, mABHD4 FP -4 and rCAG RNA binder -1.
`Cc1ccnc(SCC(N)=O)n1` gave TDP2 inh 0, HTRA1 inh 3, MBD2 inh 1, SIAE primary 0, GC-B act 3, TCR CD3 inh 4, LEDGF integ inh 1, PRMT1 FP inh -3, mABHD4 FP -1 and rCAG RNA binder -2.
For COC(=O)c1ccc(Oc2nc(Nc3ccc(C)c(C)c3)nc(N(C)C)n2)cc1 the results were TDP2 inh 9, HTRA1 inh -38, MBD2 inh -5, SIAE primary -14, GC-B act 4, TCR CD3 inh 1, LEDGF integ inh 0, PRMT1 FP inh 4, mABHD4 FP -6 and rCAG RNA binder 8.
`O=C(Nc1ccc(N2CCOCC2)cc1)c1ccc(COc2ccccc2)cc1` gave TDP2 inh -1, HTRA1 inh 6, MBD2 inh 4, SIAE primary 3, GC-B act 5, TCR CD3 inh 5, LEDGF integ inh 0, PRMT1 FP inh 2, mABHD4 FP -1 and rCAG RNA binder -3.
`O=C(CSc1ccc(-c2nc3ccccc3[nH]2)cn1)Nc1ccc(S(=O)(=O)NC2CC2)cc1` gave TDP2 inh -1, HTRA1 inh -123, MBD2 inh 2, SIAE primary -152, GC-B act 10, TCR CD3 inh 7, LEDGF integ inh -2, PRMT1 FP inh 2, mABHD4 FP -124 and rCAG RNA binder 15.
Screening CC1CCC(N2CCN(S(=O)(=O)Cc3ccccc3)CC2)CC1 (stereo unspecified) returned TDP2 inh 14, HTRA1 inh -3, MBD2 inh 2, SIAE primary 4, GC-B act 5, TCR CD3 inh 7, LEDGF integ inh 5, PRMT1 FP inh -8, mABHD4 FP 12 and rCAG RNA binder -4.
Cc1cccc(NC2(C(F)(F)F)N=C3SCCN3C2=O)n1 (stereo unspecified) was read as TDP2 inh -1, HTRA1 inh -4, MBD2 inh -1, SIAE primary 3, GC-B act 3, TCR CD3 inh 0, LEDGF integ inh -4, PRMT1 FP inh -1, mABHD4 FP -4 and rCAG RNA binder -3.
`COCCNC(=O)c1ccc(CN2CCC(Cc3ccccc3)CC2)cc1` gave TDP2 inh 1, HTRA1 inh 2, MBD2 inh 0, SIAE primary -3, GC-B act 0, TCR CD3 inh -4, LEDGF integ inh -1, PRMT1 FP inh 1, mABHD4 FP 4 and rCAG RNA binder -9.
`Cc1ccc(C)c(Nc2cc(C)nc3ncnn23)c1` gave TDP2 inh -7, HTRA1 inh 3, MBD2 inh 5, SIAE primary 2, GC-B act -4, TCR CD3 inh -8, LEDGF integ inh 2, PRMT1 FP inh -1, mABHD4 FP 0 and rCAG RNA binder -3.
Screening COC(=O)c1c(C(=O)OC)c2ccccn2c1C(=O)c1ccc([N+](=O)[O-])cc1 returned TDP2 inh -8, HTRA1 inh -5, MBD2 inh -1, SIAE primary -2, GC-B act -2, TCR CD3 inh 5, LEDGF integ inh -2, PRMT1 FP inh 6, mABHD4 FP 4 and rCAG RNA binder 11.
Screening COc1ccc(C2C(C#N)=C(N)Oc3n[nH]c(C)c32)cc1Cn1nnc2ccccc21 (stereo unspecified) returned TDP2 inh 3, HTRA1 inh -5, MBD2 inh -5, SIAE primary -4, GC-B act -5, TCR CD3 inh 2, LEDGF integ inh -1, PRMT1 FP inh -2, mABHD4 FP 0 and rCAG RNA binder 4.
`CCc1ccccc1NC(=O)N1CCCc2ccccc21` gave TDP2 inh 13, HTRA1 inh -2, MBD2 inh -5, SIAE primary 2, GC-B act -1, TCR CD3 inh 6, LEDGF integ inh 2, PRMT1 FP inh -2, mABHD4 FP 4 and rCAG RNA binder 2.
COc1ccc(NC(=O)CSc2ccc(NC(C)=O)cc2)cc1S(=O)(=O)N1CCOCC1 was read as TDP2 inh 7, HTRA1 inh -5, MBD2 inh 7, SIAE primary 3, GC-B act -1, TCR CD3 inh -9, LEDGF integ inh 1, PRMT1 FP inh 3, mABHD4 FP -2 and rCAG RNA binder 3.
Screening Cc1cc(C(=O)Nc2sc3c(c2C#N)CCC(C)C3)no1 (stereo unspecified) returned TDP2 inh 0, HTRA1 inh -1, MBD2 inh 0, SIAE primary 1, GC-B act 1, TCR CD3 inh 0, LEDGF integ inh 1, PRMT1 FP inh -5, mABHD4 FP 0 and rCAG RNA binder 6.
For Cn1cc(NC(=O)OCc2ccc(Cl)cc2)c(C(F)(F)F)n1 the results were TDP2 inh -12, HTRA1 inh 0, MBD2 inh 0, SIAE primary 3, GC-B act 3, TCR CD3 inh 1, LEDGF integ inh 9, PRMT1 FP inh -2, mABHD4 FP -3 and rCAG RNA binder -6.
CCN(c1ccccc1)S(=O)(=O)c1ccc(Cl)c(NC(=O)CN(C)C2CCN(C)CC2)c1 was read as TDP2 inh 10, HTRA1 inh -4, MBD2 inh 1, SIAE primary -3, GC-B act 2, TCR CD3 inh 2, LEDGF integ inh 2, PRMT1 FP inh 5, mABHD4 FP 13 and rCAG RNA binder -2.
For Cc1ccc2nc(COC(=O)c3cccnc3Cl)cc(=O)n2c1 the results were TDP2 inh 10, HTRA1 inh 4, MBD2 inh 7, SIAE primary -3, GC-B act -2, TCR CD3 inh 1, LEDGF integ inh 0, PRMT1 FP inh 6, mABHD4 FP 6 and rCAG RNA binder 0.
`COc1ccc2ccccc2c1CN1CCN(c2ncc(Cc3ccccc3)cn2)CC1` gave TDP2 inh -9, MBD2 inh 2, SIAE primary -3, GC-B act 7, TCR CD3 inh 1, LEDGF integ inh -2, PRMT1 FP inh 2, mABHD4 FP -2 and rCAG RNA binder 3.
O=C(CCc1ccc(O)cc1)NNC(=S)NCCc1ccccc1 was read as TDP2 inh 7, HTRA1 inh -3, MBD2 inh -2, SIAE primary 8, GC-B act 1, TCR CD3 inh -2, LEDGF integ inh 2, PRMT1 FP inh 3, mABHD4 FP -4 and rCAG RNA binder -2.
Screening O=C(c1cccn(Cc2ccc(Cl)c(Cl)c2)c1=O)N1CCOCC1 returned TDP2 inh -7, HTRA1 inh -1, MBD2 inh -2, SIAE primary -1, GC-B act 4, TCR CD3 inh -1, LEDGF integ inh 0, PRMT1 FP inh -3, mABHD4 FP 5 and rCAG RNA binder -4.
For CC(c1c(O)c2ccccc2[nH]c1=O)C1(C)CCC(O)C(C)(C)O1 (stereo unspecified) the results were TDP2 inh -10, HTRA1 inh 2, MBD2 inh 5, SIAE primary -4, GC-B act 13, TCR CD3 inh 10, LEDGF integ inh 5, PRMT1 FP inh -9, mABHD4 FP 5 and rCAG RNA binder -6.
O=c1cc(Br)c(O)c(Br)cc1Br was read as TDP2 inh 12, HTRA1 inh 14, MBD2 inh 14*, SIAE primary 3, GC-B act -8, TCR CD3 inh 21*, LEDGF integ inh 46*, PRMT1 FP inh 35*, mABHD4 FP 31* and rCAG RNA binder 13.
Screening Cc1cccc(S(=O)(=O)NC(=O)C2(C)CCN2C(=O)Cc2ccc(-c3ccccc3)cc2)c1 (stereo unspecified) returned TDP2 inh 3, MBD2 inh 4, SIAE primary -1, GC-B act 1, TCR CD3 inh 4, LEDGF integ inh -1, PRMT1 FP inh 2, mABHD4 FP 2 and rCAG RNA binder 53*.
C[C@@]12C(=O)N(Cc3ccccc3)CC(=O)N1[C@H]1c3cc(Cl)ccc3OC[C@@H]1[C@@H]2c1ccccc1 was read as TDP2 inh -6, HTRA1 inh -30, MBD2 inh -2, SIAE primary -8, GC-B act -12, TCR CD3 inh 6, LEDGF integ inh -1, PRMT1 FP inh 1, mABHD4 FP -10 and rCAG RNA binder 2.
Screening O=C(NNC(=S)NC(=O)c1cccc([N+](=O)[O-])c1)c1ccc(Br)cc1 returned TDP2 inh -12, HTRA1 inh 5, MBD2 inh 1, SIAE primary 2, GC-B act 4, TCR CD3 inh 20*, LEDGF integ inh 3, PRMT1 FP inh 0, mABHD4 FP 2 and rCAG RNA binder 3.
